Assay outcomes: PubChem, several laboratories
MITF TRPM1 inh: inhibitors of MITF-dependent TRPM1 promoter reporter, primary screen, cell-based, SK-MEL-5, single point, luciferase; SK-MEL-5 TRPM1 promoter luciferase, 24 h; inhibition, % at 12.5 µM; 0.83% of 330,000 active; AID 488899, 2010;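 active = mean inhibition across replicates of 60% or more, whatever share of single replicates reaches that level; inconclusive = some that reach 60%, reason not given; inactive = mean inhibition across replicates below 60%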; note: values of inactives mirror those of a sister screen read the other way
Granule exo inh: LAMP-1 surface exposure blockers, TALL-104 cells – cell-based, flow cytometry, MLPCN library, primary screen; TALL-104 LAMP-1 surface exposure; cells stimulated with thapsigargin and PMA; inhibition, % at 10 µM; 0.66% of 360,000 active;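 active = inhibition above about 55%, limit read from the data; inconclusive = no clear call, values can overlap the other calls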
hiPSC survival: enhancers of single-cell hiPSC survival, primary screen, ATPlite luminescence | 100% = ROCK inhibitor wells, 0% = DMSO | survival enhancement, % at 20 µM | 0.044% of 360,000 active | AID 602274, 2012; in the data active = survival enhancement above about 18%;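 note: cells exposed to compounds for 16 hours before the ATP read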
PDI turbidity: inhibitors of human PDI, primary screen, biochemical, turbidity, single point, plate reader; Protein disulfide-isomerase (Homo sapiens), P07237; PDI insulin aggregation turbidity, A650, 90 min; inhibition, % at 10 µM; 0.052% of 350,000 active; AID 588391, 2011;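 active = mean inhibition across replicates of 30% or more, whatever share of single replicates reach that level; inconclusive = mean inhibition below 30% while every single replicate reaches 30%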;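 note: absorbance from insulin aggregation driven by PDI reduction with DTT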
Target sequence (P07237 whole entry, looked up): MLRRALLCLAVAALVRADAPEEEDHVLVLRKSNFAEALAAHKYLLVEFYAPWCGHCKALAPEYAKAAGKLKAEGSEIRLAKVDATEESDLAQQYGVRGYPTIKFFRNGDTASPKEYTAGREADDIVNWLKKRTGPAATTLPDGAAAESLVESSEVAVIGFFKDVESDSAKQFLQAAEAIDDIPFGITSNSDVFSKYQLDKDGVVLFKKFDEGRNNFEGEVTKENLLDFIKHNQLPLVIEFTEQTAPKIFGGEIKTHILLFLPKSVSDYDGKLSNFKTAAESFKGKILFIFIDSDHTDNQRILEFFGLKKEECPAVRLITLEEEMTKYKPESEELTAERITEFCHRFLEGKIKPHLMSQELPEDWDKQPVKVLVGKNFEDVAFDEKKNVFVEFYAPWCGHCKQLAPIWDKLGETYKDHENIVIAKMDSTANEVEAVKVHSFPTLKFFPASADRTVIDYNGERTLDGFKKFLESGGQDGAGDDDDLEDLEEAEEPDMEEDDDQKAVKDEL
Vif imaging: HIV Vif self-association inhibitors, primary screen, imaging, HEK293T, single point | HEK293T cells, Vif self-association by quenched fluorescence, 24 h | inhibition, % at 7.49 µM | 0.35% of 340,000 active; in the data active = inhibition above about 50%, passing the limit was not always enough; inconclusive = no clear call, values can overlap the other calls; inactive = below about 31%; note: some results filed as inactive read as strong as hits
NR2E3 ag-1: NR2E3 agonists in two-hybrid cells, primary screen, cell-based, luminescence, CHO-S, Gal4-NCOR/VP16-NR2E3 | Photoreceptor-specific nuclear receptor (Homo sapiens), Q9Y5X4 | luciferase | inhibition of corepressor binding, % at 3.98 µM | 0.35% of 360,000 active | AID 602229, 2012;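 active = inhibition above the mean of all tested compounds plus 3 SD, cut at about 70% in these data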;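 note: 0% = DMSO with NR2E3 transfected cells and 100% = cells lacking NR2E3 construct; higher means lower luciferase signal from less NR2E3 corepressor binding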
Target sequence (Q9Y5X4 whole entry, looked up, the tested form may be a part): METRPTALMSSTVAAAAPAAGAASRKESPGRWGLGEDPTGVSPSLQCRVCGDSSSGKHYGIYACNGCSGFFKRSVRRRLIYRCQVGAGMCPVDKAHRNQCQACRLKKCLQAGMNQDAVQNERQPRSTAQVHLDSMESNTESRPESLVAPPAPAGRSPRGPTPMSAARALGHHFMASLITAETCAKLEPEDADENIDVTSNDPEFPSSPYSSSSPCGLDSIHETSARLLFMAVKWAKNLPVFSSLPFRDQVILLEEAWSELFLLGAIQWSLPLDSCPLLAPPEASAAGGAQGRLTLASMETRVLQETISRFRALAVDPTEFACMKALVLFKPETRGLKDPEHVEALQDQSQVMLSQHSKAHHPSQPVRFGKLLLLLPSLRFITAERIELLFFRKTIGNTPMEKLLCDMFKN
Peg3 prom inh: Peg3 promoter-driven luciferase inhibitors, primary screen, cell-based, HeLa, luciferase luminescence; HeLa PEG-Prom luciferase reporter, overnight; inhibition, % at 20 µM; 1.7% of 360,000 active; AID 588405, 2011;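 active = inhibition of at least 50% at 20 µM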
CaV13 ICDI inh: Disruptors of the CACNA1D IQ motif to Ca2+-dependent inactivation inhibitor domain association, primary screening, Förster resonance energy transfer in intact living …; 0.098% of 340,000 active; inhibition, % at 12.3 µM; HEK cells, CFP/YFP FRET ICDI-IQ, plate reader, 10 min; percent FRET-ratio fall versus neutral wells;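 active = mean replicate inhibition of at least 30% and at least 1% of replicates passing that level; inconclusive = only one of the two criteria is met; inactive = neither criterion is met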;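 note: 0% = median of the neutral control wells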
aDG glyco act: activators of alpha-DG glycosylation, primary screen, uHTS, Pro5-aDG cells, AlphaScreen; alpha-DG glycosylation AlphaScreen (IIH6); 0% Pro5, 100% B10-LARGE cell signal; activation, % at 10 µM; 0.22% of 360,000 active; AID 624168, 2012;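 active = activation of at least 8% versus controls, or a plate z-score of at least 8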;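 note: Pro5 are CHO cells carrying HIG-tagged alpha-DG that lacks glycosylation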
HIF-2a inh: HIF-2a reporter inhibitors, primary screen, luminescence, 786-0 RCC cells; 0.72% of 360,000 active; 786-0 RCC cells HIF-2a reporter, luciferase luminescence, overnight; AID 624352, 2012; inhibition, % at 18.8 µM;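 active = inhibition of the luminescence signal of 40% or more relative to plate controls, in a single-dose primary screen at 18.75 µM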
NR2E3 ag-2: inhibitors of NR2E3-RetCOR corepressor binding, primary screen, NR2E3 agonist project, biochemical, TR-FRET, GST-NR2E3, biotin-RetCOR; Photoreceptor-specific nuclear receptor (Homo sapiens), Q9Y5X4; 1536-well; inhibition of corepressor binding, % at 4.78 µM; 0.12% of 320,000 active; AID 2300, 2010;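 active = percent inhibition above the cutoff of mean plus 3 SD of all tested compounds, set per screening campaign, cut at about 20% in these data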;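 note: 0% = DMSO wells and 100% = biotin wells as full block of FRET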
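Material: NR2E3–RetCOR corepressor complex | Quantity: 1.35 nM GST-tagged NR2E3 final | Schedule: 5 h at 4 °C | Replication: Singlicate compound wells | Reagent: RetCOR corepressor, biotinylated, 7 nM | Controls: Biotin wells as high control, 0.6% DMSO wells as low control | Signal: TR-FRET, Eu(K)-anti-GST donor, streptavidin-D2 acceptor, ex 340, em 617/671 nm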
An asterisk follows results filed as active; u = inconclusive; x = no result given.

Sample of the layout (2 entries):
SMILES	MITF TRPM1 inh	Granule exo inh	hiPSC survival	PDI turbidity	Vif imaging	NR2E3 ag-1	Peg3 prom inh	CaV13 ICDI inh	aDG glyco act	HIF-2a inh	NR2E3 ag-2
COc1ccccc1CNS(=O)(=O)c1ccc(-n2cccn2)cc1	16	2	-0.1	-6	u	36	8	-7	0.8	13	-1
COc1ccc(OC)c(Cc2nnc(CCC(=O)N3CCCCC3c3nccs3)o2)c1 (stereo not given)	-54	-5	0.1	3	4	-74	-225	-6	0.0	-236	-3

The list itself, from the first entry:
SMILES	MITF TRPM1 inh	Granule exo inh	hiPSC survival	PDI turbidity	Vif imaging	NR2E3 ag-1	Peg3 prom inh	CaV13 ICDI inh	aDG glyco act	HIF-2a inh	NR2E3 ag-2
COc1ccccc1CNS(=O)(=O)c1ccc(-n2cccn2)cc1	16	2	-0.1	-6	u	36	8	-7	0.8	13	-1
COc1ccc(OC)c(Cc2nnc(CCC(=O)N3CCCCC3c3nccs3)o2)c1 (stereo not given)	-54	-5	0.1	3	4	-74	-225	-6	0.0	-236	-3
CCCCC1=CC2=C(c3ccco3)C(=O)C(C)(OC(=O)c3ccc(OC)cc3)C(=O)C2=CN1C1CCCCC1 (stereo not given)	-3	2	3.2	10	2	-10	-3	x	0.1	4	19
COCCCNC(=O)c1cc(Sc2nnc(C)s2)nc2ccccc12	15	-3	-0.2	-2	-2	-36	7	-3	0.2	11	1
CCn1c(SCC(=O)NC2CCCCC2C)nnc1-c1ccc(OC)cc1 (stereo not given)	1	-3	3.6	-5	6	-18	5	-3	0.2	16	1
O=C(CSc1nnc2c(Cl)cc(C(F)(F)F)cn12)N(Cc1ccccc1)Cc1ccccc1	-6	1	-0.5	-3	6	-6	14	-6	0.2	10	-2
Cc1ccc(S(=O)(=O)N2C[C@H]3C(=O)C[C@@H](c4ccccc4F)N(S(=O)(=O)c4ccc(C)cc4)[C@H]3C[C@H]2c2ccccc2)cc1	x	-6	-0.6	x	x	10	21	x	-0.4	10	x
Cc1nnc(SCC(=O)c2c(N)n(C)c(=O)n(C)c2=O)[nH]c1=O	20	-1	-1.1	10	8	-10	3	x	0.1	10	2
NC(=O)c1ccsc1NC(=O)CN1C(=O)NC2(CCCCC2)C1=O	1	0	3.7	-6	7	-27	10	-14	1.6	5	0
CCc1nnc(NC(=O)Cc2c[nH]c3ccccc23)s1	21	-3	1.5	7	24	-12	1	-2	-0.3	-2	2
COc1ccc([C@@H]2C[C@H]3[C@@H](CN2S(=O)(=O)c2ccccc2)C(=O)C[C@@H](c2cccc(Cl)c2)N3S(=O)(=O)c2ccc(C)cc2)cc1	x	-3	-0.9	x	15	62	5	x	-0.5	16	x
Oc1[nH]c2ccccc2c1N=NC(=S)NCC1CCCO1 (stereo not given)	-2	-2	0.1	2	-3	-11	-2	-5	0.0	3	-1
O=C1CN(C(=O)COC(=O)C23CC4CC(CC(O)(C4)C2)C3)c2ccccc2N1	4	-3	-1.6	2	2	-9	4	x	-0.1	7	-1
Cc1ccc(S(=O)(=O)N2CCC(C(=O)OCC(=O)N3CCC(C)CC3)CC2)cc1C	-1	10	0.3	5	x	-16	-1	-4	0.0	13	0
O=C(CN(Cc1ccc(Cl)c(Cl)c1)S(=O)(=O)c1ccccc1)N/N=C\c1ccc2c(c1)OCO2	-17	2	-1.6	3	-14	-38	33	x	0.5	17	0
CNC(=O)c1ccc(=O)n(Cc2cccc(C(F)(F)F)c2)c1	9	36	3.5	13	25	7	14	-6	-0.2	10	0
COc1cccc(N(CC(=O)NCc2ccco2)C(=O)CCC(=O)Nc2nccs2)c1	-6	3	-0.2	0	1	-15	4	1	0.0	3	-3
CC(C#N)On1c(SC(C)C#N)nc2ccccc2c1=O (stereo not given)	21	-5	-0.1	-10	-3	-16	-35	-4	-0.1	10	-1
CC(C)(C)c1cc(NC(=O)c2cccc(S(=O)(=O)N3CCOCC3)c2)no1	4	0	-0.7	1	-11	-5	19	-1	-0.1	7	-1
O=C(Nc1cccc2ncccc12)c1ccco1	2	-6	-0.1	2	-29	14	-1	-2	-0.2	29	4
CN(C)C(=O)COn1c(SCC(=O)N(C)C)nc2ccccc2c1=O	17	-1	5.0	-3	-3	7	7	-6	-0.2	16	4
C[C@H](CO)N1C[C@H](C)[C@H](CN(C)C(=O)c2ccncc2)OCc2ccccc2-c2c(n(C)c3ccccc23)C1=O	x	-1	-2.1	-7	1	26	11	-4	-0.1	3	x
Cc1ccc(C(C[N+](=O)[O-])c2c(C)[nH]n(-c3ccccc3)c2=O)cc1 (stereo not given)	-1	-2	1.6	-2	-3	14	10	-4	0.2	6	2
Cc1cc(NS(=O)(=O)c2ccc(NC(=O)COc3c(C)cc(Br)cc3C)cc2)no1	3	10	-0.6	-12	7	-1	10	-2	0.1	20	0
CCOc1ccccc1NC(=O)CN1CCC(NC(=O)c2ccccc2C)CC1	2	1	-0.8	-1	-13	-15	21	2	0.1	31	3
Cc1nc2ncnn2c(C)c1CCC(=O)O	-2	0	-0.2	2	7	-29	4	-5	-0.1	4	2
COCCNc1nc(NCc2ccccc2OC)c2sccc2n1	x	8	1.5	0	-2	15	17	-5	1.5	10	x
CC(=O)N(c1ccc(Cl)cc1)c1nc(C)cc(C)c1C#N	19	-1	3.5	5	-9	-25	9	-5	0.3	28	1
COc1ccc(C2CC(c3cccc(Br)c3)=NN2c2ccc(S(N)(=O)=O)cc2)cc1 (stereo not given)	2	1	-1.1	8	15	-38	13	-6	1.5	-18	x
Cc1ccc(S(=O)(=O)NCC(=O)N(CC(=O)NC(C)(C)C)Cc2ccc3c(c2)OCO3)cc1	-6	-1	1.1	-7	9	-11	25	-4	-0.1	9	3
COc1ccc(NC(=O)Cc2c[nH]c3ccccc23)cc1S(=O)(=O)N1CCCCC1	12	8	1.5	3	-10	-13	12	-3	-0.2	-9	0
Nc1ncnc2nc(SCCOc3ccc(Cl)cc3)[nH]c12	1	4	-0.7	7	-4	-14	5	-3	0.0	16	-5
O=C(N/N=C/c1cccc2cccnc12)c1ccccc1O	69*	3	0.0	4	-4	-24	41	-5	-0.2	7	-3
CN(C)C(=O)CCc1ccc2c3c([nH]c2c1)[C@]1(C)[C@@H](C(=O)N2CCOCC2)C[C@H](CC(=O)NCCc2ccccn2)C(=O)N1CC3	-10	-1	0.1	3	29	-19	-30	-6	0.3	-35	x
CCCCC(C(=O)NC1CCCC1)N(Cc1ccco1)C(=O)Cn1nnc(-c2ccc(F)cc2)n1 (stereo not given)	-1	10	-3.0	-3	-11	12	24	x	0.3	4	-1
O=C(Cn1cc(C(F)(F)F)ccc1=O)N/N=C/c1cccc(Cl)c1Cl	-9	4	-2.6	-10	-9	-10	15	-3	0.1	15	-1
CC(C)CCN(CC(=O)NC(C)(C)C)C(=O)C(=O)Nc1ccc2c(c1)OCCO2	-14	-2	1.4	-2	4	9	13	-7	-0.1	14	0
Cc1ccc2cccc(S(=O)(=O)N3CCN(c4cccc(Cl)c4)CC3)c2n1	-6	-4	1.6	0	-7	-14	23	-3	0.2	4	0
COc1ccc(/C=C2/S/C(=N/S(=O)(=O)Cc3ccccc3)NC2=O)cc1OC	-2	-1	1.6	-2	-4	-16	-2	-2	0.4	20	0
N#Cc1c(N2CCCC2)ccc(Br)c1Cl	-1	-6	0.2	-17	13	18	-6	-7	0.0	7	1
Cc1nn2c3ccccc3n(Cc3ccccc3)c2nc1=O	-1	2	-2.4	-2	9	0	12	-5	0.2	21	3
CC(C)Cc1nc2sc3c(c2c(=O)n1N)CC(C(C)C)OC3 (stereo not given)	-18	-3	-0.2	3	0	5	-42	-5	0.7	-21	-1
O=C(Cn1cnc2c(oc3ccccc32)c1=O)N1CCN(c2ccccc2)CC1	13	-2	2.9	2	7	-3	3	-4	0.0	-71	1
COc1ccc(C)cc1S(=O)(=O)NC1CCCCCC1	-14	-2	-0.7	-1	-3	-3	26	x	-0.3	16	-1
Cc1ccc(C)c(S(=O)(=O)N2CCCOC2CNC(=O)C(=O)NCc2cccs2)c1 (stereo not given)	6	1	-0.5	-5	-2	-12	15	x	-0.2	16	-2
CCN(CC)C(=O)c1cccc(-c2csc(C(C)(NC(C)=O)c3ccc(OC)cc3)n2)c1 (stereo not given)	x	0	-2.2	5	-13	-16	19	-3	-0.3	5	x
CCc1nnc(NC(=O)c2ccc(F)c(S(=O)(=O)N3CCCCC3)c2)s1	9	-1	-0.3	-11	-38	-27	4	-5	0.1	8	x
Cc1cc(C(=O)N2CCN(S(=O)(=O)c3ccc(F)c(Cl)c3)CC2)c(C)o1	-2	0	0.0	7	-6	-26	-3	-5	0.0	15	1
CC(C)Sc1nnc([C@@H]2CCCN2C(=O)OC(C)(C)C)o1	0	-9	-0.2	-1	23	0	6	x	-0.3	14	4
CC(=O)N1CCN(c2ccc(NC(=O)c3cccc(C)c3)cc2)CC1	-33	12	0.2	-7	-9	-27	-58	-3	-0.1	-101	1
(next part)
SMILES	MITF TRPM1 inh	Granule exo inh	hiPSC survival	PDI turbidity	Vif imaging	NR2E3 ag-1	Peg3 prom inh	CaV13 ICDI inh	aDG glyco act	HIF-2a inh	NR2E3 ag-2
CCOC(=O)CSC1=C(C#N)C(c2ccccc2C)C2=C(CCCC2=O)N1 (stereo not given)	-9	-1	-1.8	3	1	-4	7	-2	0.0	15	2
CCc1noc(C)c1C(=O)N(C)CC(=O)Nc1ccc(Br)cc1C	6	-2	-0.4	11	5	-3	0	-5	1.2	15	1
CCOc1ccc(/C=N/NC(=O)c2csc(C)c2C)c(OCC)c1	-4	4	1.2	4	-13	-8	-2	-5	0.1	2	0
Cc1cccc(C)c1N=Cc1c(O)n(-c2nccs2)c(=O)c2ccccc12	2	6	1.3	7	-13	-25	17	x	0.1	18	0
CC(C)n1nc(C(=O)Oc2cc(Cl)ccc2Cl)c2ccccc2c1=O	7	-1	2.6	-1	-3	-4	54*	-7	-0.3	3	-2
O=C(OCCN=C1NS(=O)(=O)c2ccccc21)C1CC(=O)N(c2ccc(Cl)cc2)C1 (stereo not given)	-9	-4	3.4	0	12	13	-4	-5	0.1	-4	1
Cc1oc(-c2ccccc2F)nc1CS(=O)(=O)CC(=O)NCCCN1CCc2ccccc2C1	14	4	-1.9	x	0	-32	18	-6	0.1	10	0
Cc1nc2ccc(NC(=O)C(F)(F)F)cc2o1	4	-3	-2.1	-4	-1	11	8	-4	0.0	12	1

Hits appear at their usual frequency, and some 3.5% of all compounds hit somewhere here.
